Bioassay records (PubChem)
PREPL inh = human PREPL enzyme inhibition; Q4J6C6; recombinant PREPL, fluorescence polarization activity-based probe; inhibition, % at 5.96 µM; actives 0.68% (n = 320,000); AID 2751; in the data active = inhibition above about 43%;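 note: 0% = enzyme with DMSO and 100% = wells lacking enzyme; many of its hits are not listed in these tables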
GSTO1 inh = GSTO1 inhibition, counter-screen for RBBP9 inhibitors | inhibition, % at 5.96 µM | actives 1.1% (n = 300,000) | recombinant GSTO1, activity-based probe fluorescence polarization | P78417;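 active = inhibition above the campaign mean inhibition plus 3 SD, cut at about 35% in these data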;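 note: 0% = GSTO1-1 with DMSO and 100% = wells lacking GSTO1-1 enzyme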
PAFAH1B2 inh = blocks human PAF acetylhydrolase 1b catalytic subunit 2; AID 492953; inhibition, % at 3.39 µM; actives 1.2% (n = 340,000); P68402; recombinant PAFAH1B2, FP-rhodamine activity probe, fluorescence polarization;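 active = inhibition above the mean of all tested compounds plus 3 SD, cut at about 24% in these data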;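 note: 0% = enzyme with DMSO and 100% = wells lacking PAFAH1B2; many of its hits are not listed in these tables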
Target sequence (P68402 whole entry, looked up): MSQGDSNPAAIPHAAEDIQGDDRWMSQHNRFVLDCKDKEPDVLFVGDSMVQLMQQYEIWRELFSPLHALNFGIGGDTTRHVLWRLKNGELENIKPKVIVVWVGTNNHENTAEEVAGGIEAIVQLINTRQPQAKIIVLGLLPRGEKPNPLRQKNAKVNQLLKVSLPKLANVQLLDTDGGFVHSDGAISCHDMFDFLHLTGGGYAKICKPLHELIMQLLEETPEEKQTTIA
PAD4 FP inh = blocks human protein arginine deiminase 4 | Q9UM07 | recombinant PAD4, RCA probe fluorescence polarization | inhibition, % at 6.36 µM | AID 485272 | actives 0.41% (n = 330,000);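 active = percent inhibition above a cutoff equal to the mean of all tested compounds plus 3 SD, cut at about 15% in these data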;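 note: 0% = PAD4 with RCA probe and DMSO and 100% = probe without PAD4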
PME-1 primary = blocks human protein phosphatase methylesterase 1. recombinant PME-1, FP-Rh probe fluorescence polarization. inhibition, % at 5.9 µM. actives 0.53% (n = 320,000);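 active = inhibition above the campaign mean of all compounds plus 3 SD, cut at about 26% in these data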;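 note: competitive labeling of PME-1 active site by serine hydrolase directed probe; 0% = PME-1 with DMSO and 100% = wells lacking PME-1 enzyme; inhibitors block probe labeling so polarization falls and inhibition rises; many of its hits are not listed in these tables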
PAFAH1B3 FP inh = PAFAH1B3 (human) inhibition; Q15102; recombinant PAFAH1B3, FP-rhodamine probe, fluorescence polarization; inhibition, % at 3.39 µM; actives 0.28% (n = 340,000);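 active = inhibition above the screen-wide average of all tested compounds plus 3 SD, cut at about 25% in these data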;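 note: 0% = enzyme with DMSO only and 100% = wells lacking PAFAH1B3 protein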
Target sequence (Q15102 whole entry, looked up): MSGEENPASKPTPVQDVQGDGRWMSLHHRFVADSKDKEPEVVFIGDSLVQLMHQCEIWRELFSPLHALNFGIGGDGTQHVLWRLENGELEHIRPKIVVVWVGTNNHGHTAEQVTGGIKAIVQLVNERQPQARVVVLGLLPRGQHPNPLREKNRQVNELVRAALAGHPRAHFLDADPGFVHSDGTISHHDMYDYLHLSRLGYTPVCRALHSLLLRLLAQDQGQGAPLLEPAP
LYPLA1 inh = counter-screen for PME1 inhibitors: inhibitors of human LYPLA1; recombinant LYPLA1, FP-Rh probe fluorescence polarization; inhibition, % at 5.9 µM; actives 0.16% (n = 320,000); AID 2174;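 active = inhibition above the mean of all tested compounds plus 3 SD, set per campaign, cut at about 14% in these data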;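 note: inhibitors block serine hydrolase probe labeling of LYPLA1 so polarization falls; 0% = enzyme with DMSO and 100% = wells lacking LYPLA1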
Target sequence (O75608 whole entry, looked up): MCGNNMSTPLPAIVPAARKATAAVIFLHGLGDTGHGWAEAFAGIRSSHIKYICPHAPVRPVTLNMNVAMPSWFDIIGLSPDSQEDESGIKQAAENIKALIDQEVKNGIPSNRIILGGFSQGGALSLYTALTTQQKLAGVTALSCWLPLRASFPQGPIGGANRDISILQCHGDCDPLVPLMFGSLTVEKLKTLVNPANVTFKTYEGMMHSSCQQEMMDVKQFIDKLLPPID
LYPLA2 counter = LYPLA2 (human) inhibition in PME1 counter-screen; O95372; recombinant LYPLA2, FP-Rh probe fluorescence polarization; inhibition, % at 5.9 µM; actives 0.38% (n = 320,000);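 active = inhibition above the screen-wide mean plus 3 SD, limit set per campaign, cut at about 26% in these data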;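 note: 0% = LYPLA2 with DMSO and 100% = wells lacking LYPLA2 enzyme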
Target sequence (O95372 whole entry, looked up): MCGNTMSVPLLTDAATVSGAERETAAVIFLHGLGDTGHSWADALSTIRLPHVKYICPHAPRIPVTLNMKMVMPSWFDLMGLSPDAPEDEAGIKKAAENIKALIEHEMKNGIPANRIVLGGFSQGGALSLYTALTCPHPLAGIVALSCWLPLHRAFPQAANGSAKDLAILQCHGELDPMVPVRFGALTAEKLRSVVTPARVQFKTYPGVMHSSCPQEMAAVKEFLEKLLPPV
pPAFAH FP inh = inhibitors of human plasma PAF acetylhydrolase (pPAFAH) | Q13093 | recombinant pPAFAH, FP-rhodamine probe fluorescence polarization | inhibition, % at 3.39 µM | actives 1.5% (n = 330,000) | AID 463082;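 active = inhibition above the mean inhibition across the screen plus 3 SD, cut at about 25% in these data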;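 note: inhibitors block binding of the rhodamine activity-based probe so polarization drops; 0% = enzyme with DMSO and 100% = wells lacking pPAFAH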
Starred values were filed as active, the others as inactive; . = not tested or not shown.

SMILES | PREPL inh | GSTO1 inh | PAFAH1B2 inh | PAD4 FP inh | PME-1 primary | PAFAH1B3 FP inh | LYPLA1 inh | LYPLA2 counter | pPAFAH FP inh
Cc1ccc2nc(NC(=O)COC(=O)c3ccncc3)sc2c1 | 7 | 8 | 0 | -3 | -4 | 6 | -10 | -9 | -7
Cc1ccc(NC(=O)C(C)OC(=O)CCN=C2NS(=O)(=O)c3ccccc32)cc1 (configuration not stated) | 1 | -2 | 0 | -4 | -2 | 6 | 2 | 2 | 2
CC1CCN(CC(=O)Nc2ccc(Cl)cc2[N+](=O)[O-])CC1 | 19 | 2 | 4 | -1 | 4 | 4 | 2 | 7 | 0
COc1ccc(-c2ccc3c(N)c(C(=O)c4cccc(OC)c4)sc3n2)cc1 | 17 | 3 | -2 | -9 | -3 | 0 | -13 | -20 | 34*
COC(=O)c1c(Cl)c2n3ccccc3c(C)c(-c3ccccc3)c-2c1C(=O)OC | 49* | 29 | 0 | 16* | 16 | 17 | 16* | 20 | 20
CC1CC1C(=O)OCC(=O)NCc1ccccc1 (configuration not stated) | 9 | . | 0 | -1 | . | 1 | . | . | 2
COc1cccc(/C=C/C(=O)OCC(=O)NCCC2=CCCCC2)c1 | 13 | -4 | 3 | 4 | -10 | 10 | -3 | 1 | 10
Cc1ccccc1N1CCN(c2ncnc3scc(-c4cccs4)c23)CC1 | 13 | -1 | 2 | 2 | -2 | 5 | -3 | -1 | 1
COc1ccc(Cl)cc1NC(=O)CCN1C(=O)C2CC=CCC2C1=O (configuration not stated) | 6 | 2 | 2 | -2 | 3 | 5 | -1 | 2 | 5
Cc1ccc(S(=O)(=O)N2CCC(=O)N(C(COCc3cccc(C(F)(F)F)c3)Cc3ccccc3)CC2)cc1 (configuration not stated) | 16 | 3 | 14 | 2 | -6 | 7 | -1 | -5 | 4
CC(C)c1ccc(CCNC(=O)CCNS(=O)(=O)c2ccc(Br)cc2)cc1 | -2 | . | -3 | 1 | 4 | 2 | 1 | 6 | 3
O=C(NCCN1CCOCC1)c1cc([N+](=O)[O-])cc([N+](=O)[O-])c1 | 16 | 8 | 3 | 1 | -2 | 12 | 2 | 5 | 2
O=C1C2C(C(=O)N1c1nccs1)C1C=CC2C12CC2 (configuration not stated) | 10 | 13 | -4 | 7 | -10 | 1 | -1 | 0 | -4
CC(Sc1nnc(Cc2ccccc2)o1)C(=O)Nc1ccccc1[N+](=O)[O-] (configuration not stated) | 14 | . | 8 | -6 | 3 | 13 | 2 | 10 | 11
CC1CCCC(NCC(=O)Nc2ccc(C(N)=O)cc2)C1C (configuration not stated) | -14 | 3 | 1 | -1 | 2 | 5 | -1 | 6 | 1

Pulled one by one from above, five records:
SMILES | PREPL inh | GSTO1 inh | PAFAH1B2 inh | PAD4 FP inh | PME-1 primary | PAFAH1B3 FP inh | LYPLA1 inh | LYPLA2 counter | pPAFAH FP inh
O=C(NCCN1CCOCC1)c1cc([N+](=O)[O-])cc([N+](=O)[O-])c1 | 16 | 8 | 3 | 1 | -2 | 12 | 2 | 5 | 2
CC1CC1C(=O)OCC(=O)NCc1ccccc1 (configuration not stated) | 9 | . | 0 | -1 | . | 1 | . | . | 2
COC(=O)c1c(Cl)c2n3ccccc3c(C)c(-c3ccccc3)c-2c1C(=O)OC | 49* | 29 | 0 | 16* | 16 | 17 | 16* | 20 | 20
CC1CCN(CC(=O)Nc2ccc(Cl)cc2[N+](=O)[O-])CC1 | 19 | 2 | 4 | -1 | 4 | 4 | 2 | 7 | 0
Cc1ccccc1N1CCN(c2ncnc3scc(-c4cccs4)c23)CC1 | 13 | -1 | 2 | 2 | -2 | 5 | -3 | -1 | 1

Next part
SMILES | PREPL inh | GSTO1 inh | PAFAH1B2 inh | PAD4 FP inh | PME-1 primary | PAFAH1B3 FP inh | LYPLA1 inh | LYPLA2 counter | pPAFAH FP inh
O=C(O)c1ccc2c3c(ncnc13)-c1ccccc1C2=O | 23 | 18 | . | 85* | 10 | . | 10 | 4 | 13
COc1cc(CC(=O)Nc2ccccc2N2CCCCC2)cc(OC)c1OC | 11 | -4 | -3 | -2 | -3 | 4 | 0 | -6 | -5
COc1ccc(OCCNS(=O)(=O)c2cccc([N+](=O)[O-])c2)cc1 | 13 | 5 | 4 | -3 | 1 | 7 | 0 | -2 | 3
COC(=O)c1ccc(-n2cc(-c3ccc(OC)cc3)[nH]c2=S)cc1 | -2 | 6 | 1 | 5 | 8 | 3 | -6 | -2 | 6
CN(CC(=O)Nc1ccc(F)cc1)S(=O)(=O)c1ccc2c(c1)c(=O)n(C)c(=O)n2C | -14 | 6 | 1 | -1 | 0 | 14 | 0 | 1 | 7
CNC(=O)C1CCN(S(=O)(=O)c2c(C)noc2/C=C/c2cccc(C)c2)CC1 | 13 | 5 | -3 | -3 | -1 | 6 | -1 | 0 | -1
Cn1cccc1C(=O)NC(=O)COC(=O)c1ccccc1Sc1ccccc1C#N | -3 | -4 | -2 | -2 | -9 | -2 | -5 | -11 | -8
O=C(CSc1nc2c(sc3ccccc32)c(=O)n1CCO)NCC1CCCO1 (configuration not stated) | 1 | -1 | 4 | 2 | 0 | 10 | 1 | 1 | 5
CCCNC(=O)NC(=O)CSc1nc2ccccc2n1CC(C)C | 8 | 6 | 0 | -1 | 2 | 0 | 1 | 4 | 16
C=CCSc1nc2c(c(C3CC=CCC3)c1C#N)CCC2 (configuration not stated) | -4 | -9 | -7 | -3 | 5 | -13 | -3 | -5 | 5
Cc1cccc(-n2ccnc2SCC(=O)Nc2nccs2)c1C | 2 | 16 | 0 | 3 | -2 | 1 | 2 | 5 | 2
COc1ccc(C(=O)CC(c2ccccc2)C2C(=O)CCCC2=O)cc1 (configuration not stated) | -3 | 10 | 9 | 1 | 0 | 0 | 6 | 10 | 5
Cn1c(N)c(C(=O)COC(=O)/C=C/c2ccccc2)c(=O)n(C)c1=O | 24 | . | 2 | 0 | . | 8 | . | . | 0
CN(c1cccc(NC(=O)Nc2ccc(Cl)cc2)c1)S(C)(=O)=O | 4 | 3 | -1 | -1 | -10 | -6 | -12 | -8 | 4
Nc1nonc1-c1noc(-c2ccc(Br)o2)n1 | -9 | -1 | 1 | 1 | 1 | -4 | 3 | 5 | 1
CC1=C(C(=O)Nc2ccc(C)cc2C)C(c2cccc(Cl)c2)n2nc(C(=O)OC(C)C)nc2N1 (configuration not stated) | 6 | -4 | -1 | 0 | -7 | -3 | 2 | -4 | -2
O=S(=O)(c1ccc(OCC(O)CN2CCCC2)cc1)N1CCOCC1 (configuration not stated) | 2 | 4 | 3 | -5 | -1 | 3 | 0 | 5 | 5
c1ccc(CSc2ccc3nnc(-c4cccnc4)n3n2)cc1 | 14 | -6 | 1 | -2 | 7 | 7 | 4 | 3 | 1
CCS(=O)(=O)c1ccc2oc(SCC(=O)NCCc3ccccc3)nc2c1 | -5 | 3 | 0 | -2 | -6 | 2 | 0 | 6 | 0
COc1ccc(-n2cnc3cc(C(=O)NCCN4CCOCC4)ccc32)cc1 | 8 | 0 | -3 | -10 | 3 | 5 | -3 | -7 | -1
O=C(O)CCSc1nnnn1-c1ccccc1 | -3 | -3 | -1 | 2 | -2 | 7 | 0 | -1 | 3
O=C(O)c1cccc(-n2nnnc2SCc2ccccn2)c1 | 3 | -1 | 3 | -1 | 6 | 2 | 1 | 3 | 3
Cc1cc(=O)[nH]c(SCC(=O)c2ccc(C)c(C)c2)n1 | 17 | 3 | 5 | -4 | -4 | 0 | -1 | 0 | 4
O=C(Nc1ccc(C(F)(F)F)cc1)c1ccccc1Br | 7 | 2 | -1 | 0 | 4 | 6 | -5 | -6 | 7
CCOC(=O)c1ccc2c(c1)nc(SCC(=O)c1ccco1)n2CC | 13 | 3 | 5 | 0 | 1 | 10 | -1 | -2 | 3
COc1ccc(OCC(=O)Nc2cccc(NC(=O)COc3ccc(OC)cc3)n2)cc1 | -5 | 9 | 0 | 3 | -9 | -1 | 0 | 2 | 6
CC(OC(=O)c1ccc(S(=O)(=O)N(C)c2ccccc2)cc1)C(=O)NCCC1=CCCCC1 (configuration not stated) | 8 | -4 | -1 | 3 | 3 | 1 | 0 | 7 | 0
C/C(=N/NS(=O)(=O)c1cccc([N+](=O)[O-])c1)c1ccncc1 | -5 | 5 | 0 | -2 | 1 | 3 | -4 | 0 | 0
O=C1NC(=S)SC1=C1CCCC1 | 3 | 23 | 2 | 1 | -5 | -1 | -6 | 1 | 34*
O=C(CCNC(=O)N1CC(=O)Nc2ccccc21)NCCc1cccc(F)c1 | -5 | -9 | 2 | 2 | 0 | 2 | 4 | -6 | -1
CC(=O)N1CCc2cc(S(=O)(=O)NCC(=O)NCc3ccccc3Cl)ccc21 | -3 | 1 | -1 | 5 | 5 | 3 | 2 | 6 | 5
COc1ccc(C2CC(c3ccccc3)=NN2C(=O)COC(=O)c2cccc(S(=O)(=O)N3CCOCC3)c2)cc1 (configuration not stated) | 6 | -9 | 4 | 5 | 7 | -4 | -1 | -6 | 0
COC(=O)c1ccc(COc2ccc(/C=N/NC(=O)C(=O)Nc3ccc(OC)cc3)cc2OC)o1 | 2 | -2 | . | -2 | 3 | . | 3 | 6 | 0
COc1ccc(NC(=O)C(C)N(C)Cc2ccc3ccccc3c2)cc1 (configuration not stated) | -76 | 13 | 4 | -2 | -1 | -10 | 0 | 5 | 10
Nc1nccc(-c2ccc(-n3cnc4ccccc43)cc2)n1 | 10 | 5 | 5 | 1 | 7 | 4 | -1 | -5 | 2
NNc1nc(-c2ccccc2)c2ccccc2n1 | 33 | 2 | 2 | 2 | 17 | 6 | 0 | 1 | 1
COc1cccc(NC(=O)c2ccc3nsnc3c2)c1 | -4 | -3 | 7 | 3 | -10 | -13 | -11 | -14 | -5
COc1ccc(OCC(=O)Nc2cccc(NC(=O)c3ccco3)c2)cc1 | 0 | 2 | 4 | 2 | -52 | 3 | 5 | -10 | -4
O=C(CSc1nnc(-c2cccs2)n1-c1cccc(Cl)c1)c1cccc2c1OCCO2 | -5 | 1 | -1 | -5 | 0 | 2 | 0 | 3 | 2

Limited to PAD4 FP inh and PAFAH1B3 FP inh, for four of the compounds above:
structure	PAD4 FP inh	PAFAH1B3 FP inh
COC(=O)c1c(Cl)c2n3ccccc3c(C)c(-c3ccccc3)c-2c1C(=O)OC	16*	17
COc1ccc(OCCNS(=O)(=O)c2cccc([N+](=O)[O-])c2)cc1	-3	7
Cc1ccccc1N1CCN(c2ncnc3scc(-c4cccs4)c23)CC1	2	5
COc1ccc(-c2ccc3c(N)c(C(=O)c4cccc(OC)c4)sc3n2)cc1	-9	0

Only part of the results is shown, so the mix of outcomes need not match the whole.
